High-throughput results (PubChem BioAssay)
Nrf2 activator: activators of Nrf2 (ARE) signaling. AREc32 ARE-luciferase reporter (MCF7-derived line), luminescence, 24 h. Potency, µM (top dose mostly 46.1 µM), without a hit: at the top dose activation, actives largely listed as activators. 0.31% of 410,000 active; further: potency means the concentration at half of the fitted maximal effect; % of control where 0% means no effect; nearly all actives have a fitted effect of over 65% in size
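For detection, Steady-Glo was added and plates sat 30 min at RT; before that, AREc32_Fluc cells grown overnight in OPTI-MEM/5% FBS had been treated with 23 nL compound for 24 hr at 37 deg C.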
HepG2 tox: kills HepG2 cells in TGF-b inhibitor counter-screen; HepG2 CAGA-GFP viability, ATP luminescence, 18 h; 0.76% of 410,000 active; AID 588856; Potency, µM (titrated, usually from 46.1 µM), inactives show at the highest dose activity change, negative = cytotoxicity, hits mostly cytotoxic; further: potency means the concentration at half of the fitted maximal effect; some results filed as inactive show a strong effect at the top dose
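CellTiter-Glo luminescence gave cytotoxicity after 18 hours at 37 degrees C. The cells were HepG2 CAGA-GFP in 1% FBS DMEM, stimulated with 500 pg/mL TGF-beta after compound addition. %Activity was normalised to no-cell wells (complete cell-killing) and DMSO (no toxicity), and curves were fitted and classified.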
Abeta rescue: restores growth of yeast expressing A-beta42 peptide | yeast expressing A-beta42, growth rescue, OD600, 48 h; response scale: 0% DMSO, 100% iron-clioquinol control | Potency, µM (doses to about 46.1 µM), inactives show at the highest dose growth rescue, usual class: activators | 0.063% of 410,000 active | AID 1347071; further: potency means the concentration at half of the fitted maximal effect; nearly all actives have a fitted effect of over 55% in size
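Yeast A-beta toxicity model in growth medium with pinned compounds, 48 h at 30 C; growth read as absorbance at 600 nm. Normalized to FeCl3/clioquinol equimolar mix (positive) and DMSO (negative).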
TGFb SMAD3 inh: blocks TGF-b signaling. HepG2 CAGA-GFP TGF-b/SMAD3 reporter, GFP fluorescence, 18 h; TGF-beta stimulated, 500 pg/mL final. Potency, µM (titrated, usually from 46.1 µM), for the others: at the top dose activity, negative = inhibition, hits mostly inhibitors. 1.2% of 410,000 active; further: potency means the concentration at half of the fitted maximal effect; on the % scale 0 is the no-effect control and ±100 the full control effect; nearly all actives have a fitted effect of over 65% in size
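Inhibition was scored as loss of TGF-beta-induced (500 pg/mL final, 18 hours, 37 degrees C) GFP in HEPG2 cells carrying a CAGA-GFP reporter, in DMEM with 1% FBS. Well GFP was summed per cell; Activity was normalised to unstimulated and stimulated DMSO wells, then concentration-response fitting.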
A549 tox: counter-screen for Nrf2 inhibitors: cytotoxicity in A549 cells; A549 ARE-Fluc cells, CellTiter-Fluor viability, 18-24 h; Potency, µM (highest dose often 46 µM), without a hit: top-dose activity change, negative = cytotoxicity, usual class: inhibitors; 0.16% of 390,000 active; AID 504648; further: potency means the concentration at half of the fitted maximal effect; on the % scale 0 is the no-effect control and ±100 the full control effect
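A549 ARE-Fluc cells in 5% FBS OPTI-MEM, 5000 cells/well, rested 2 h then exposed to compounds in concentration-response for 18-24 h at 37 °C. Viability by CellTiter-Fluor fluorescence (Ex 405/Em 525) after 30 min; luciferase luminescence (BugLite, 15 min, RT) read afterwards.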
pAkt inh: inhibitors of Akt phosphorylation; Neuro2A IGF-stimulated pAkt S473 HTRF, 20 min; active compounds read low; activity change, % for hits at 50 µM; 0.32% of 360,000 active; AID 651550; in the data active means activity change below about -80%; inconclusive means mostly about -51% to -80%; further: on the % scale 0 is the no-effect control and ±100 the full control effect
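Neuro2A cells (4,500/well, DMEM with 0.5% FBS) were treated with compound at a single 50 µM final concentration, stimulated with 6 nM IGF for 20 min at 37 °C, and lysed. Phospho-Akt Ser473 was read by HTRF as 665/615 ratio ×10^4.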
MmCpn inh: blocks the Methanococcus maripaludis chaperonin Mm-Cpn | purified Mm-Cpn ATPase, ADP Transcreener TR-FRET | AID 504842 | Potency, µM (doses to about 76.9 µM), without a hit: top-dose activity, negative = inhibition, actives largely listed as inhibitors | 0.031% of 330,000 active; further: potency means the concentration at half of the fitted maximal effect; on the % scale 0 is the no-effect control and ±100 the full control effect; nearly all actives have a fitted effect of over 80% in size
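Eu-cryptate anti-ADP/ADP-d2 competition gives a ratio inversely related to ADP. Enzyme at 25 nM was pre-exposed to compound for 10 min, then given 10 uM ATP for 30 min, 37°C throughout.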
Nrf2 inh: inhibitors of Nrf2 signaling; A549 ARE-Fluc reporter, luciferase luminescence, 18-24 h; Potency, µM (titrated, usually from 46 µM), for inactives: at the top dose activity change, negative = inhibition, most hits filed as inhibitors; 2.1% of 360,000 active; AID 504444; further: potency means the concentration at half of the fitted maximal effect; on the % scale 0 is the no-effect control and ±100 the full control effect; nearly all actives have a fitted effect of over 60% in size
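Concentration-response testing used A549 ARE_Fluc cells at 5000 cells/well. Following an 18-24 h compound incubation, viability was read by fluorescence (Ex 405/Em 525) and luciferase output by luminescence.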
CCT chaperon mod: changes cytosolic chaperonin activity; activity change, % (test concentration not listed), hits read low; purified chaperonin ATPase assay, HTRF ADP detection, 30 min; 0.3% of 360,000 active; in the data active means activity change below about -30%; further: on the % scale 0 is the no-effect control and ±100 the full control effect
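ATPase activity: ADP formed was measured by HTRF Transcreener (665/615 nm ratio) after 30 min at 37 deg C with 10 uM ATP. Compounds screened at one 76 uM concentration against 40 or 20 nM TRiC in Tris pH 7.4/KCl/MgCl2/DTT buffer.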
Starred values were filed as active, the others as inactive; i = inactive; u = inconclusive; x = no result given; & = joins results of further samples; [ ] = remark or other dose. Unless noted, the call rests on the fitted dose curve; in most records, active means well fitted curve in the direction sought with a large enough effect; inconclusive means small, poorly fitted or top-dose-only effect, or another doubt; inactive means no such curve, though single readings can be large; an effect the other way counts as inactive or inconclusive.

SMILES	Nrf2 activator	HepG2 tox	Abeta rescue	TGFb SMAD3 inh	A549 tox	pAkt inh	MmCpn inh	Nrf2 inh	CCT chaperon mod
CCN(CC)c1ccc(C(=O)Nc2ccc3nc(N(CC)CC)cc(C)c3c2)cc1	4.3%	-31%	-16%	0%	-10%	x	x	-8%[9.27 µM]	x
Cc1cc(=O)n(CC(=O)NCCN2CCOCC2)c2c1c(C)nn2-c1ccccc1	-0.5%	-8%	u	2%	-3%	i	-17%	10%	0.1
CC(C)(C)CC(C)(C)NC1=CC(=O)OC12CCCCC2	0.0%	-8%	14%	2%	-1%	i	-1%	1%	0.6
O=C(NCCS(=O)(=O)NCCCc1ccccc1)c1ccccc1	-0.6%	12%	-2%	13%	0%	i	1%	-19%	2.0
COc1cc(CNC2CCCC2)cc(Br)c1OCC(=O)Nc1ccccc1C	0.1%	-25%	-4%	-6%	-3%	i	0%	10%	-1.9
COc1ccccc1N1CCN(CCCN2C(=O)C3CCCN3C2=O)CC1 (stereo not drawn)	-0.6%	2%	-15%	14%	-2%	i	x	16%	-0.1
COc1ccc(OC)c(-n2cnnn2)c1	0.2%	-17%	-8%	4%	11%	i	-1%	4%	-4.5
COc1ccc(C(=O)O)cc1S(=O)(=O)NC(C)(C)C	0.3%	0%	7%	5%	2%	i	1%	0%	-2.4
COc1ccc(S(=O)(=O)N2CCC(C(=O)N[C@@H](C)C(=O)NCc3ccc(F)cc3)CC2)cc1	-0.1%	-87%	5%	-6%	2%	i	-2%	5%	0.0
O=C(c1ccc2c(c1)OCCO2)N1CCN(c2ccc(C(F)(F)F)cn2)CC1	-0.7%	-8%	4%	-17%	x	i	x	x	-0.6
CCOc1ccccc1CNC(=O)c1ccc(NC(=O)C2=C(C)OCCS2)cc1	-0.9%	3%	20%	7%	-7%	i	-1%	u	0.3
COc1cc(CN(CC2CCCO2)C(=O)c2ccccc2F)cc(OC)c1OC (stereo not drawn)	-0.1%	-6%	-25%	-17%	0%	x	x	-5%	x
COc1cc(NC(=O)N2c3ccccc3Sc3ccccc32)cc(OC)c1	4.2%	-18%	-3%	-26%	-2%	x	x	0%	x
Cc1ccc(S(=O)(=O)N2CCN(C(=O)CSc3cc(C)ccc3C)CC2)c(C)c1	0.2%	-17%	22%	-16%	1%	i	1%	-2%	0.0
Cc1sc2ncnc(NCCc3ccc(S(N)(=O)=O)cc3)c2c1C	6.9%	-9%	5%	1%	-20%	i	-18%	2.3µM*	0.0

Molecules from the list above that have a tert-butyl group:
SMILES	Nrf2 activator	HepG2 tox	Abeta rescue	TGFb SMAD3 inh	A549 tox	pAkt inh	MmCpn inh	Nrf2 inh	CCT chaperon mod
CC(C)(C)CC(C)(C)NC1=CC(=O)OC12CCCCC2	0.0%	-8%	14%	2%	-1%	i	-1%	1%	0.6
COc1ccc(C(=O)O)cc1S(=O)(=O)NC(C)(C)C	0.3%	0%	7%	5%	2%	i	1%	0%	-2.4

(further entries)
SMILES	Nrf2 activator	HepG2 tox	Abeta rescue	TGFb SMAD3 inh	A549 tox	pAkt inh	MmCpn inh	Nrf2 inh	CCT chaperon mod
Cc1cc(C(=O)NCCc2ccc(Cl)cc2)c2ccccc2n1	-0.4%	-22%	7%	-5%	1%	i	0%	-6%	-1.6
CN1CCN(NC(=O)c2cc(-c3ccc(Cl)s3)nc3ccccc23)CC1	0.7%	-16%	-5%	-28%	14%	i	-1%	2%	-0.7
Cc1ccc(C(=O)CC(=O)c2ccc(C(C)(C)C)cc2)cc1	0.4%	-7%	-14%	-3%	6%	i	-2%	3%	-2.6
C=CCCO[C@@H]1O[C@@H](C)[C@H](O)C[C@H]1O	-1.2%	-4%	-9%	0%	-1%	i	-2%	5%	-0.4
CCCOc1ccc(C(=O)NCC2OCCc3ccccc32)cc1 (stereo not drawn)	1.0%	-10%	1%	-14%	2%	x	x	-14%	x
CCCOc1ccc(N2C(=O)CC(N3CCN(c4ccccc4F)CC3)C2=O)cc1 (stereo not drawn)	-0.8%	2%	-4%	0%	1%	i	1%	11%	-2.0
CSc1c(C#N)c(N)nc2sc(C(=O)c3ccccc3)c(N)c12	u	22%	u	27%	-19%	i	-12%	-6%	-1.4
N#Cc1c(NC(=O)CSc2ccccn2)oc(-c2ccccc2)c1-c1ccccc1	2.5%	-26%	-8%	1%	9%	i	-3%	x	-2.3
COc1cccc(-c2cc3c(=O)n(-c4ccccc4)c(=S)[nH]c3s2)c1	-0.3%	-25%	-9%	2%	-10%	i	-25%	-17%	0.7
CN(C(=O)/C=C/c1cnc2ccccc2c1)C1CCCCC1	-1.8%	-6%	1%	4%	-1%	i	-2%	u	-3.3
Cc1ccc(S(=O)(=O)NCCC(=O)NNC(=O)c2ccccc2Cl)cc1C	3.5%	7%	-4%	-13%	-10%	i	-1%	-3%	-4.8
Cc1ccc(S(=O)(=O)C2(C(=O)Nc3cccnc3)CC2)cc1	0.2%	-60%	4%	8%	1%	i	1%	18%	0.7
COc1ccccc1CC(=O)O/N=C(\N)c1ccccn1	12%	2%	5%	4%	-3%	i	1%	6%	-0.8
CC(C)N(C(=O)CSc1nnc(CNc2ccc(F)cc2)o1)C(C)C	0.5%	-27%	8%	-6%	2%	i	0%	-6%	-4.1
Cn1c(=O)c2c(nc(Br)n2CC(=O)C23CC4CC(CC(C4)C2)C3)n(C)c1=O	-0.5%	-23%	-22%	-18%	-1%	i	-6%	-21%	1.0
CCCCc1nn2c(=O)cc(COC(=O)c3cccs3)nc2s1	4.6%	-10%	-8%	-32%	-1%	x	x	17%	x
Cc1ccccc1C(=O)N1CCN(c2ccc(NC(=S)NC(=O)c3cccs3)cc2)CC1	-0.8%	-12%	x	u	18%	i	1%	5%	-4.7
CS(=O)(=O)N(CC(=O)O)c1ccc2c(c1)OCO2	0.0%	-1%	13%	7%	9%	i	1%	x	1.9
O=C(COc1ccc2ccccc2c1Br)N1CCCC1	0.4%	-4%	17%	-11%	15%	i	-5%	9%	-1.0
O=C(Nc1ccc(Cl)cc1F)c1ccc2c(c1)C(=O)N(Cc1ccncc1)C2=O	4.7%	-6%	-3%	-2%	2%	i	-1%	14%	-3.3
COC(=O)C1=C(C)NC(=O)CC1c1cc2c(cc1Br)OCO2 (stereo not drawn)	2.4%	3%	24%	-1%	1%	i	3%	-1%	-1.3
O=C(NCC(c1cccs1)N1CCOCC1)c1cc(Cl)ccc1[N+](=O)[O-] (stereo not drawn)	0.0%	2%	-13%	13%	2%	i	-3%	-4%	1.5
COc1ccc(C(=O)Nc2cccnc2)cc1S(=O)(=O)N1CCOCC1	0.1%	9%	8%	-12%	1%	x	0%	3%	1.9
COc1ccccc1C(=O)NCCC(=O)N1CCCCCCC1	-1.1%	-14%	16%	-8%	-9%	i	-1%	17%	-3.4
O=C(CCCn1c(=O)c2ccccc2n(CC(=O)Nc2cccc(C(F)(F)F)c2)c1=O)NCc1ccc2c(c1)OCO2	0.2%	-13%	-4%	-22%	3%	x	x	4%	x
C/C(=N/NC(N)=S)c1ccccc1[N+](=O)[O-]	-0.7%	9%	24%	-10%	1%	i	0%	12%	-0.6
Nc1[nH]c(=O)nc2c1ncn2C1OC(CO)C(O)C1O (stereo not drawn)	x	-1%	x	4%	2%	x	x	10%	x
Cc1ccccc1Oc1ccc(Oc2ccccc2C)nn1	0.2%	-2%	1%	-1%	10%	i	2%	u	-0.2
CC(C)COC(=O)/C(C#N)=C/c1c[nH]c2ccccc12	13%	-20%	-5%	-23%	-16%	i	1%	-20%	0.8
COc1ccc(CN2CCC(CO)(Cc3ccccc3C(F)(F)F)CC2)c(F)c1	0.5%	-74%	4%	u	4%	i	-6%	11%	-1.6
CN(C(=O)CSc1nnc(N)s1)c1c(N)n(Cc2ccccc2)c(=O)[nH]c1=O	0.0%	4%	24%	4%	1%	i	2%	-2%	0.7
CN(C(=O)CS(=O)(=O)c1cn(CC(=O)N2CCOCC2)c2ccccc12)c1ccccc1	-0.6%	7%	-12%	-10%	5%	i	0%	19%	-1.1
Cc1cccc(CN2CCN(C3CN(C4CCCCC4)S(=O)(=O)C3)CC2)c1 (stereo not drawn)	3.0%	0%	-11%	u	x	i	x	x	0.0
COc1cc(C(=O)NNC(=O)CCOc2cccc(Br)c2)cc(OC)c1OC	-0.4%	5%	13%	1%	0%	i	2%	-17%	0.9
c1ccc2[nH]c(NCCN3CCOCC3)nc2c1	-0.4%	6%	4%	5%	-3%	i	x	0%	1.0
O=c1c2ccccc2c2c(O)nc(-c3ccccc3)n2n1Cc1ccccc1	0.3%	-15%	-3%	32%	3%	i	0%	5%	-3.4
O=C(c1ccc([N+](=O)[O-])cc1)n1nc(-c2ccccc2)nc1NCc1ccccc1	0.7%	-1%	15%	17%	1%	i	3%	u	1.2
COC(=O)Cc1csc(N)n1	-0.1%&0.2%	-4%&-51%	5%&-3%	7%&-8%	-4%&2%	i	0%&0%	-5%&5%	-1.6&-1.1
COc1ccccc1N=Cc1nc(-c2ccccc2)oc1OC(C)=O	8.0%	-25%	-92%[inhibitor]	-3%	-13%	i	3%	18%	-1.0
O=C1C(Nc2ccccc2)=CC(c2ccc(O)cc2)N1c1ccccc1 (stereo not drawn)	1.1%	-23%	-2%	2%	1%	i	-1%	-1%	-6.8
